# Source: PubChem
# GLP1R inv ag: inverse agonists of human GLP-1 receptor. Potency, µM (series often up to 38.3 µM), for inactives: at the top dose activity change, negative = inhibition, usual class: inhibitors. P43220. HEK293 GLP-1R CRE-luciferase, luminescence, 24 h; GLP-1R form is constitutively active. 410,000 compounds, 1.6% hits; further: potency means the concentration at half of the fitted maximal effect; on the % scale 0 is the no-effect control and ±100 the full control effect; nearly all actives have a fitted effect of over 55% in size
# Target sequence (P43220 whole entry, looked up): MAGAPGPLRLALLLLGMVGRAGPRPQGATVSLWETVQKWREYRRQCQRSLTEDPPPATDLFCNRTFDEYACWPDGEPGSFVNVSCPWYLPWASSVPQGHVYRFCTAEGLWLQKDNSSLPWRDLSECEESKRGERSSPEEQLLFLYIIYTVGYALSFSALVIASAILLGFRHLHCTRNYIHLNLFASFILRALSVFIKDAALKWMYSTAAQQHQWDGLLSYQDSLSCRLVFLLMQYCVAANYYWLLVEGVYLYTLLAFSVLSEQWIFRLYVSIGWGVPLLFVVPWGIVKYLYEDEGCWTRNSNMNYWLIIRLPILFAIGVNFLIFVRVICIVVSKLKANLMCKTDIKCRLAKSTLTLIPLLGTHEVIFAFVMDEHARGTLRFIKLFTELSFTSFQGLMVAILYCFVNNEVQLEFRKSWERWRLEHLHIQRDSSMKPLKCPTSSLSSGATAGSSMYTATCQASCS
#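 Seeding at 200 cells/uL, 12 h culture, 24 hr compound treatment, then luciferase reagent and a luminescence read; cells are HEK293 stably expressing a constitutively active GLP-1R plus cAMP-responsive luciferase.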
# D3 antag: antagonists of human D3 dopamine receptor; D3R cells, DiscoveRx beta-arrestin luminescence, antagonist mode; hits give low values; P35462; 360,000 compounds, 2.5% hits; max response, negative = inhibition, %; in the data active means max response below about -50%; inconclusive means no clear call, values can overlap the other calls; further: on the % scale 0 is the no-effect control and ±100 the full control effect; mostly tested at two doses, the higher about 12 µM
# Target sequence (P35462 whole entry, looked up): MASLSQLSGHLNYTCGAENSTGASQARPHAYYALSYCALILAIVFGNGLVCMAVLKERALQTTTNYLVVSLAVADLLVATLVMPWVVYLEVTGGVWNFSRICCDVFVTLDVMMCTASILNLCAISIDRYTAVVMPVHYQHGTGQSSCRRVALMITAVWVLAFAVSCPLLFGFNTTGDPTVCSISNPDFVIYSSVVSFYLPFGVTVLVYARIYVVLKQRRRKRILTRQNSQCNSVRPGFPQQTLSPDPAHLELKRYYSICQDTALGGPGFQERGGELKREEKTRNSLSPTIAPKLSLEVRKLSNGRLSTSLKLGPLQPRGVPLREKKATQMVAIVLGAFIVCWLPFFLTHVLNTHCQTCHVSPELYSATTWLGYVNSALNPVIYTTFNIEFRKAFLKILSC
#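 Cells plated overnight at 1500 cells/well, then exposed to library compounds with dopamine controls for 90 minutes at 37 degrees C. DiscoveRx reagent added for 30–60 minutes at room temperature; luminescence read, quantitative HTS format.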
# PTHR1 agonist: PTHR1 (human) receptor agonism. Q03431. HEK293 GP2 PTHR1 cells, GloSensor cAMP luminescence, 1 h. Potency, µM (highest dose often 115 µM), for the others: at the highest dose activation, actives largely listed as activators. 410,000 compounds, 0.075% hits; further: potency means the concentration at half of the fitted maximal effect; nearly all actives have a fitted effect of over 55% in size; some results filed as inactive show a strong effect at the top dose; inactives centre near -15; many of its hits are not listed in these tables
#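 HEK-293-derived GP2 cells expressing PTHR1 and a GloSensor cAMP reporter, 3,000/well, plated overnight, given luciferin plus IBMX (each 0.5 mM as added) for 1 h at 37 °C, then compound for 1 h at 37 °C. Luminescence was read after 15 min at room temperature.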
# FUS yeast rescue: FUS proteinopathy suppression in yeast. S. cerevisiae FUS-expressing, growth rescue, OD600, 24 h. AID 1347120. Potency, µM (series often up to 76.6 µM), for the others: at the top dose growth rescue (activation), most hits filed as activators. 390,000 compounds, 0.24% hits;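 further: potency means the concentration at half of the fitted maximal effect; plate controls were DMSO vehicle for no effect and reference control for full effect; nearly all actives have a fitted effect of over 55% in size; some results filed as inactive show a strong effect at the top dose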
#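 Restored growth of FUS-toxic S. cerevisiae, read as 600 nm absorbance after 24 h at 30C in galactose medium (starting OD 0.005). Controls CP55940 and DMSO.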
# aSyn rescue: rescues yeast growth from alpha-synuclein toxicity. 370,000 compounds, 0.14% hits. Potency, µM (doses to about 46.1 µM), without a hit: at the highest dose growth rescue (activation), most hits filed as activators. Yeast expressing alpha-synuclein, growth rescue, BacTiter-Glo, 24 h; further: potency means the concentration at half of the fitted maximal effect; % of control where 0% means no effect; nearly all actives have a fitted effect of over 65% in size
#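 Readout is rescue of growth in alpha-synuclein-expressing yeast, so inhibitors of toxicity appear as activators. Growth after 24 hr at 30 deg C in galactose medium is quantified by luminescence.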
# pAkt inh: inhibitors of Akt phosphorylation. Neuro2A IGF-stimulated pAkt S473 HTRF, 20 min; hits give low values. 360,000 compounds, 0.32% hits. AID 651550. activity change, % for hits at 50 µM; in the data active means activity change below about -80%; inconclusive means mostly about -51% to -80%; further: on the % scale 0 is the no-effect control and ±100 the full control effect
#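 Neuro2A cells in DMEM with 0.5% FBS, overnight at 37 deg C, given compound at single 50 µM final, then IGF (6 nM final) for 20 min at 37 deg C. Lysed; phospho-Akt Ser473 by HTRF after 24 h, 665/615 ratio.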
# TDP43 rescue: inhibitors of TDP-43 toxicity in yeast; 410,000 compounds, 1.8% hits; Potency, µM (series often up to 46.1 µM), for inactives: at the highest dose growth rescue (activation), usual class: activators; TDP-43 expressing yeast growth rescue, BacTiter-Glo, 24 h; further: potency means the concentration at half of the fitted maximal effect; % of control where 0% means no effect; nearly all actives have a fitted effect of over 50% in size
#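 Cell-based yeast growth screen: TDP-43 expression induced in galactose, inoculum OD600=0.02 after raffinose pregrowth to mid-log. Read-out BacTiter-Glo luminescence at 24 hr, 30 deg C; inhibition of toxicity seen as signal increase.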
# GLP1R ag: agonists of human GLP-1 receptor. P43220. HEK293 GLP-1R CRE-luciferase, luminescence, 4-6 h; cells express a hypersensitive GLP-1R form. Potency, µM (series often up to 45.6 µM), for the others: at the highest dose activation, usual class: activators. 380,000 compounds, 0.007% hits; further: potency means the concentration at half of the fitted maximal effect; % of control where 0% means no effect
# Abeta rescue: A-beta toxicity reversal in yeast. 410,000 compounds, 0.063% hits. yeast expressing A-beta42, growth rescue, OD600, 48 h; response scale: 0% DMSO, 100% iron-clioquinol control. Potency, µM (series often up to 46.1 µM), for the others: top-dose growth rescue, actives largely listed as activators; further: potency means the concentration at half of the fitted maximal effect; nearly all actives have a fitted effect of over 55% in size
#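 Growth rescue measured by 600 nm absorbance after 48 h yeast culture at 30 C with compound. Values normalized between DMSO and an equimolar ferric chloride plus clioquinol control.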
# Numbers without * were called inactive; i = inactive; ? = inconclusive; . = no result given; [ ] = dose if it differs, or a comment. Unless noted, the call rests on the fitted dose curve; in most records, active means well fitted curve in the direction sought with a large enough effect; inconclusive means small, poorly fitted or top-dose-only effect, or another doubt; inactive means no such curve, though single readings can be large; an effect the other way counts as inactive or inconclusive. The list is partial, so the mix of outcomes need not match the whole.
SMILES,GLP1R inv ag,D3 antag,PTHR1 agonist,FUS yeast rescue,aSyn rescue,pAkt inh,TDP43 rescue,GLP1R ag,Abeta rescue
Cc1ccccc1CNC(=O)c1ccccc1,4%,9,-17%[57.5 µM],-2%,8%,i,9%,1%,22%
O=C(COC(=O)C1CCC1)NCc1ccc(F)cc1,26%,-8,i,2%,-5%,i,7%,-2%,4%
Cc1cc(C)nc(SCC(=O)N/N=C/c2cccn2-c2ccc(O)cc2)n1,5%,8,5%[57.5 µM],19%,7%,i,-1%,-3%,-10%
CC(C)c1nn2c(=O)cc(COC(=O)c3ccc(NC(=O)c4ccccc4Cl)cc3)nc2s1,2%,.,-75%[inhibitor],22%,.,.,?,.,12%
CCOc1cccc(N)c1,11%,16,-35%[inhibitor],-19%,4%,i,?,2%,-14%
CCc1ccc2oc(-c3cc(NC(=O)C(C)C)cc(C)c3O)nc2c1,5%,.,i,-26%,0%,.,15%,1%,-9%
CCOC(=O)C1=C(C)NC(=O)C(C(N)=O)C1c1ccccc1 (stereo unspecified),1%,10,i,3%,0%,i,2%,-6%,-2%
COc1ccc(N2CCN(CCCNC(=O)c3ccc(CS(=O)(=O)c4ccc(Cl)cc4)o3)CC2)cc1,?,-4,-62%[inhibitor],-2%,-8%,.,-3%,-8%,0%
CCOc1cccc(-c2c(C(=O)N/N=C/c3ccncc3)nnn2-c2nonc2N)c1,16%,2,13%,18%,-8%,i,1%,8%,7%
COCCNC(=O)c1cnn2c(C(F)(F)F)cc(-c3ccc(C)cc3)nc12,3%,8,-24%,-16%,7%,i,0%,1%,10%
C[C@H](NC(=O)c1nc[nH]c1C(=O)N[C@@H](CCCCN)C(=O)OC(C)(C)C)C(=O)OCc1ccccc1,1%,-9,i,4%,-3%,i,7%,-3%,-14%
CCc1ccc(-c2cc(C(=O)Nc3c(C)n(C)n(-c4ccccc4)c3=O)c3ccccc3n2)s1,0%,24,-7%,39%,-5%,i,6%,-9%,13%
CSc1oc(-c2ccco2)nc1S(=O)(=O)c1ccc(Br)cc1,14%,0,-20%,-9%,2%,i,10%,12%,16%
CCOC(=O)N1CCN(c2nc3ccc(C)cc3n3cnnc23)CC1,-2%,-7,?,-32%,-5%,i,7%,-4%,1%
FC(F)(F)COc1nc(N/N=C/c2cccnc2)nc(N2CCCCC2c2ccccn2)n1 (stereo unspecified),-11%[0.307 µM],-10,-12%,18%,2%,i,13%,-6%,-4%
O=C(Nc1ccc2oc(-c3cccnc3)nc2c1)c1ccc(Br)cc1,9%,.,-4%,0%,.,.,0%,.,-2%
CC(C)N(Cc1ccccc1)C(=O)COC(=O)c1cc(S(=O)(=O)N(C)C)ccc1N1CCCC1,?,?,-6%,40%,3%,i,-6%,14%,13%
O=C(NCc1cccs1)C1CCCN(C(=O)Nc2ccccc2)C1 (stereo unspecified),?,0,-10%,5%,1%,i,-11%,11%,-2%
CCN(CC)CCOC(=O)c1ccc(N/C=C(/C#N)c2nc(-c3cc4ccccc4oc3=O)cs2)cc1,28%,17,i,?,10%,i,-17%,7%,-12%
O=C(CCSCc1ccccc1F)NCc1cccnc1,-3%[0.307 µM],-5,i,-7%,1%,i,14%,-12%,17%
O=C(NNC(=O)c1cccc(-n2cccc2)c1)c1ccccc1,11%,-10,i,11%,-5%[1.84 µM],i,22%,12%,6%
Nc1c2c(nc3ccccc13)CCC2,-4%,-26,i,18%,0%,i,-11%,7%,4%
Cc1ccccc1-c1csc(C(O)(c2ccccc2)C(F)(F)F)n1 (stereo unspecified),?,0,i,2%,-56%[inhibitor],i,-60%[inhibitor],5%,?
CCOc1ccc(-c2cc(C(=O)N3CCN(c4cccc(C)c4)C(C)C3)c3ccccc3n2)cc1 (stereo unspecified),5µM*,.,-24%,?,.,.,9%,.,-8%
CCOC(=O)c1c(NC(=O)c2cccs2)sc(CC)c1-c1cccs1,0%,31,-6%,-3%,1%,i,-5%,0%,-19%

# Full records from above:
# CC(C)c1nn2c(=O)cc(COC(=O)c3ccc(NC(=O)c4ccccc4Cl)cc3)nc2s1 is listed with GLP1R inv ag: 2%; D3 antag: .; PTHR1 agonist: -75%[inhibitor]; FUS yeast rescue: 22%; aSyn rescue: .; pAkt inh: .; TDP43 rescue: ?; GLP1R ag: .; Abeta rescue: 12%
# CCc1ccc2oc(-c3cc(NC(=O)C(C)C)cc(C)c3O)nc2c1 is listed with GLP1R inv ag: 5%; D3 antag: .; PTHR1 agonist: i; FUS yeast rescue: -26%; aSyn rescue: 0%; pAkt inh: .; TDP43 rescue: 15%; GLP1R ag: 1%; Abeta rescue: -9%

# The list goes on:
SMILES,GLP1R inv ag,D3 antag,PTHR1 agonist,FUS yeast rescue,aSyn rescue,pAkt inh,TDP43 rescue,GLP1R ag,Abeta rescue
O=C(NCc1cccc(Cl)c1)c1ccc(S(=O)(=O)N2CCCCC2)cc1,-31%,30,i,-32%,0%,i,0%,5%,-2%
Cc1ccc(S(=O)(=O)N(C)CC(=O)Nc2ccncc2)cc1,5%,7,-25%,0%,-6%,i,-5%,-1%,8%
O=C1c2cccc3cc(Br)cc(c23)C(=O)N1Nc1ccccc1,?,-63*,-18%,25%,7%,i,-3%,2%,5%
CC(C)Cc1csc(NC(=O)C(C)C)c1C(=O)O,?,34,i,-17%,-15%,i,?,-4%,-5%
CC12CCC(C(=O)N(CCCCN3CCN(Cc4ccccc4)CC3)C1=O)C2(C)C (stereo unspecified),?,-74*,i,48%,-4%,i,-33%[inhibitor],2%,2%
Cc1ccc2c(c1)C1CN(C)CCC1N2C(=S)NC(=O)c1ccc(Br)cc1 (stereo unspecified),11µM*,?,-46%,-6%,1%,i,0%,0%,20%
COCc1cc(CN2CCN(Cc3ccsc3)C(CCO)C2)ccc1OC (stereo unspecified),3%,-9,i,7%,-3%,i,3%,3%,-13%
CNc1cc(-c2ccc(O)cc2C)ncn1,19%,18,i,-17%,0%,i,8%,-2%,-13%
Cc1ccc(S(=O)(=O)NC(C)C(c2cccs2)N2CCN(c3ccccc3)CC2)cc1 (stereo unspecified),?,?,i,?,5%,i,-2%,3%,-10%
COc1ccc(CCNC(=O)C2CCN(C(=O)c3ccc(Br)cc3)CC2)cc1,-14%,11,i,4%,-1%,i,5%,13%,17%
COCCn1nc2cc(C(=O)NCc3cc(C(F)(F)F)cc(C(F)(F)F)c3)ccc2c1OC,?,-19,-22%,9%,-2%,i,-16%,7%,-20%
CNc1cncc(-c2ccc(CN(C)C)cc2)n1,?,-3,i,-33%,0%,i,7%,5%,-4%
COc1cc(C(=O)Nc2ccc(S(=O)(=O)N3CCCCC3)cc2)ccc1OCC(=O)N1CCOCC1,-2%,21,-7%,.,-5%,i,0%,2%,-3%
CC(=O)Oc1ccc(-c2ccc(C(=O)O)cc2)cc1,0%,-1,-4%,.,0%,i,4%,0%,11%
COc1ccccc1OCc1nc(C#N)c(NCc2ccc(C)cc2)o1,?,.,-89%[inhibitor],28%,.,.,10%,.,-5%
O=C1CC2(CCN(C(=O)COc3ccc(F)cc3)CC2)Oc2ccccc21,?,-2,-12%,11%,0%,i,25%,15%,19%
CCOC(=O)CCC(NC(=O)CC(=O)NC(CCC(=O)OCC)C(=O)OCC)C(=O)OCC (stereo unspecified),11%,-9,-18%,-41%,-5%,i,12%,0%,0%
CCCCCn1cnnc1SCC(=O)c1ccc2c(c1)OCO2,-19%,-18,i,22%,-1%,i,?,-6%,-55%[inhibitor]
CC(=O)c1ccc(N2CCN(C(=O)c3ccc4c(c3)OCO4)CC2)cc1,13%,27,-17%,.,0%,i,30%,-10%,1%
COc1cccc(NC(=O)CCP(C)(=O)O)c1,-3%,4,i,-7%,-5%,i,-14%,-11%,-1%
CCN(CC)CCCNc1cc(C)c(C#N)c2nc3ccccc3n12,7%,44,i,-17%,0%,i,22%,-5%,-7%
CCc1nnc(NC(=O)c2cccc(S(=O)(=O)N(C)c3ccccc3)c2)s1,-2%,-19,i,15%,0%,i,5%,1%,-2%
O=C(CCC1CCCC1)N1CCc2c([nH]c3ccccc23)C1c1ccc(F)cc1 (stereo unspecified),?,.,-4%,20%,.,.,-4%,.,0%
COc1ccc(CCNC(=O)CSc2cn(CCNC(=O)c3ccc(OC)c(OC)c3)c3ccccc23)cc1OC,-8%,.,-7%,?,.,.,-3%,7%,-11%
CCOc1ccc(CNS(=O)(=O)c2ccc(-c3ccc(=O)[nH]n3)o2)cc1OC,5%,-3,i,8%,4%,i,-3%,0%,5%
# The results go on.
SMILES,GLP1R inv ag,D3 antag,PTHR1 agonist,FUS yeast rescue,aSyn rescue,pAkt inh,TDP43 rescue,GLP1R ag,Abeta rescue
Cc1cc(=O)n2nc(N3CCC(C(=O)NCc4cccc(Cl)c4)CC3)sc2n1,13%,-17,-2%,12%,3%,i,0%,11%,13%
CC(OC(=O)c1cccc(S(=O)(=O)N(C)C)c1)C(=O)NCc1ccc2c(c1)OCO2 (stereo unspecified),8%,-12,-1%,2%,0%,i,-5%,5%,-8%
Cn1c(/C(C#N)=C(\O)c2ccc(Cl)s2)nc2ccccc21,0%,-6,i,-29%,3%,.,17%,-3%,-10%
C#CCNC(=O)C[C@@H]1C[C@@]2(C(=O)OCC)CCC=C2N(Cc2cccc3ccccc23)C1=O,-16%,2,i,30%,24%,i,24%,3%,14%
C=CCc1ccc(OCCOc2ccc(/C=N/n3cnnc3)cc2OCC)c(OC)c1,29%,7,-6%,21%,4%,i,6%,?,-6%
O=C(N/N=C/c1ccco1)c1cccc(NC(=O)c2cccc(Cl)c2)c1,-11%,-23,-3%,4%,-7%,i,-12%,19%,-8%
CCc1ccc(NC(=O)c2nc3nc(C)cc(C(F)F)n3n2)cc1,5%,.,i,-16%,.,.,3%[9.22 µM],.,-10%
COc1ccc(OC)c(NC(=O)CSc2n[nH]c(-c3cccnc3)n2)c1,23%,-8,i,18%,-4%,i,2%,11%,-16%
